HIF activator: HIF pathway transcriptional activators, primary screen, cell-based, U2OS HRE-luciferase, luminescence; U2OS HRE-luciferase reporter; normalized: DMSO 0%, desferrioxamine 100%; activation, % at 7.5 µM (by protocol); 300,000 compounds, 0.32% hits; AID 1910, 2009;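 active means mean activation of at least 10% of the iron chelator positive control signal, with at least half of replicates also reaching 10%; inconclusive means mean and replicate majority disagree about reaching 10%; inactive means mean and most replicates under 10%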
AI-2 QS mod: Vibrio harveyi AI-2 quorum sensing modulators, primary screen, JMH597 strain, luminescence/OD600 ratio. activity change, % at 7.5 µM. Vibrio harveyi JMH597 AI-2 luminescence/OD600 ratio, 9 h; active compounds read low; strain lacks LuxN and CqsS sensors; 0 = neutral-control median. 300,000 compounds, 0.4% hits; in the data active means activity change below about -75%, passing the limit was not always enough; inconclusive means no clear call, values can overlap the other calls;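 further: luminescence divided by OD600 gain over 9 h not by final OD600 alone; inactives centre near 13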
KLF5 inh: KLF5 expression inhibitors, primary screen, DLD-1 cells, luminescence | inhibition, % at 5 µM | 290,000 compounds, 0.23% hits | DLD-1 KLF5 promoter-luciferase reporter;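 active means inhibition above a per-plate limit of that plate's mean compound inhibition plus 3 SD, cut at about 60% in these data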;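 further: 0% = DMSO wells and 100% = LY294002 at 200 µM; higher means less KLF5 promoter-driven luciferase light; inactives centre near -14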
HSF1 inhib: HSF1 inhibitors in luciferase reporter cells, primary screen, cell-based, NIH3T3, luminescence | NIH3T3-HGL HSE-luciferase, MG132-induced, luminescence 8 h; active compounds read low | 300,000 compounds, 0.77% hits | activity change, negative = inhibition, % at 7.5 µM (by protocol);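 active means more than half of replicate wells show activity change below -50%, luminescence cut by over half; inconclusive means some wells, but at most half, below -50%; inactive means no replicate well below -50%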;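 further: luciferase reports HSF-1 transcriptional activity via heat shock element; 0% = median of DMSO wells and -100% = zero luminescence signal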
GSK3 alpha inh: blockers of GSK3A enzyme activity – biochemical, luminescence, cell-free homogeneous, HTS, primary screen; GSK-3 alpha kinase, ADP-Glo luminescence, 60 min; inhibition, % at 10 µM; 320,000 compounds, 0.1% hits; AID 2650, 2010;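 in the data active means inhibition above about 50%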;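 further: GST-tagged GSK-3 alpha with peptide substrate and 25 µM ATP; 0% = DMSO neutral wells and 100% = GW8510 positive control wells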
Target sequence (P49840 whole entry, looked up): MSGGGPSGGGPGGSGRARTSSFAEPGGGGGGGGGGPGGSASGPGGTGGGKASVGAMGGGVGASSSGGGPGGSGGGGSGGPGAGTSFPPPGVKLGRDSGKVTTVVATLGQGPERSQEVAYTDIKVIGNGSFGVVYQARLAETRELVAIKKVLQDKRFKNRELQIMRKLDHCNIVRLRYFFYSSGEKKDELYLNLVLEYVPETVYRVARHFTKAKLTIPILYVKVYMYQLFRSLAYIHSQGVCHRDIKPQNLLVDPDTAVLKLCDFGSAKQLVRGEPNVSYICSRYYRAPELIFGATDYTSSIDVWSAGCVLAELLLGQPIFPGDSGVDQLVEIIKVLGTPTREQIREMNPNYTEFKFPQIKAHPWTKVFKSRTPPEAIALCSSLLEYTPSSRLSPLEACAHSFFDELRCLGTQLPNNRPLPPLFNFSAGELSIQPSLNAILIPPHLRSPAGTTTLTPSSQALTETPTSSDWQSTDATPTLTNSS
GSK3beta inhib: human GSK3beta kinase inhibitors, primary screen, biochemical, cell-free homogeneous, HTS | GST-GSK3beta kinase, ADP-Glo luminescence, 60 min; active compounds read low | 300,000 compounds, 0.038% hits | activity score (negative = inhibition), % at 10 µM | Glycogen synthase kinase-3 beta (Homo sapiens), P49841;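 active means more than half of replicate wells score below -50%, meaning over 50% inhibition versus plate controls; inconclusive means some replicates but at most half score below -50%; inactive means no replicate scores below -50%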;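 further: 0% = median DMSO wells and -100% = median GW8510 positive control wells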
Target sequence (P49841 whole entry, looked up): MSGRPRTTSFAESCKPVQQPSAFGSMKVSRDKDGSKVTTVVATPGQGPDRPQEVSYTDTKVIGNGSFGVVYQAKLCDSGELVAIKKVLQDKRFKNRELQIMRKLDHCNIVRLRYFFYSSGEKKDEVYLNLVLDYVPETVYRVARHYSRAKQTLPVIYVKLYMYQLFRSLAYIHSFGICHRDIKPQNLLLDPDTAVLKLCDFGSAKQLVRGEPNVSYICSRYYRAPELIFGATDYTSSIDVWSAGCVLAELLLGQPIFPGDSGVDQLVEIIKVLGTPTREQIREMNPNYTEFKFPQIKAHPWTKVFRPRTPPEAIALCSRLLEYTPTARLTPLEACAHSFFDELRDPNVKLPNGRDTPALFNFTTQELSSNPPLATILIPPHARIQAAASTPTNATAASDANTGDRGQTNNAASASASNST
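Test system: GST-tagged human GSK3beta kinase, cell-free; evaluation: activity score scaled between in-plate DMSO and GW8510 controls; measured by: ADP-Glo luminescence; incubation: 60 min reaction, RT; benchmarks: DMSO and 20 µM GW8510; reagent: peptide substrate plus 25 µM ATP (final); medium: Tris/MgCl2 kinase buffer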
HSF1 activator: HSF-1 activators, primary screen, NIH3T3-HGL cells, MG132 stress, luminescence, single point; 300,000 compounds, 1.7% hits; NIH3T3-HGL HSF-1 luciferase reporter, 8 h; 100% = twice DMSO control signal; AID 504408, 2011; activation, % at 9 µM;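 active means mean replicate activation of at least 50% with a set share of replicates each reaching 50%; inconclusive means only one of those two conditions met; inactive means mean below 50% and too few replicates reaching it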;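 further: 0% = median of the neutral control wells and 100% = twice that signal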
aSyn 5UTR inh: MLPCN primary screen, SNCA 5' untranslated region. inhibition, % (tested at 7.5 µM). 300,000 compounds, 0.82% hits. alpha-synuclein 5'UTR reporter, inhibitor activity; in the data active means inhibition above about 60%; inconclusive means no clear call, values can overlap the other calls;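 further: H4 neuroglioblastoma cells stably carrying SNCA 5'UTR luciferase fusion; 0% = DMSO wells and 100% = positive control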
HSP90 inh: HSP90 inhibitors, primary screen, cell lysate, luminescence; Rabbit reticulocyte lysate, luciferase refolding luminescence, 3 h; AID 1789, 2009; 290,000 compounds, 0.91% hits; inhibition, % at 5.6 µM; Heat shock protein HSP 90 (rabbit reticulocyte lysate; luciferase refolding);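 active means inhibition above the screen-wide mean plus 3 SD, computed separately per campaign, cut at about 16% in these data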;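 further: 0% = DMSO wells and 100% = 60 µM geldanamycin wells; inhibitors lower the luminescence because luciferase stays unfolded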
IEC-6 tox: cytotoxicity in IEC-6 intestinal epithelial cells, primary screen, cytotoxicity control for KLF5 inhibitor project, cell-based, luminescence. IEC-6 cytotoxicity, luminescence viability. inhibition, % at 5 µM. 290,000 compounds, 0.78% hits; in the data active means inhibition above about 22%;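 further: 0% = plate median of test compound wells and 100% = cytotoxic reference compound wells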
* = called active by the depositor; u = inconclusive; x = no result given. Compounds as they come (roughly 4.7% active in at least one column).

structure,IEC-6 tox,GSK3beta inhib,AI-2 QS mod,HSF1 activator,KLF5 inh,GSK3 alpha inh,HSF1 inhib,HIF activator,HSP90 inh,aSyn 5UTR inh
N=C(N)Cc1ccccc1Sc1ccccc1,2,-3,32,6,2,-1,-8,-4.8,2,0
COc1ccccc1C(=O)NC(C)C(c1cccs1)N1CCOCC1 (stereo not drawn),8,-2,3,x,2,1,x,0.0,-1,1
O=C(NC1CCN(Cc2ccccc2)CC1)c1ccccc1Cl,-3,1,11,-12,-11,-2,-4,-0.3,4,-2
Cc1ccc(CN2CCS(=O)(=O)CC2)o1,-6,2,19,-5,7,-1,-5,-0.7,-4,-9
CCCN1C2CCCC1CC(NC(=O)c1ccccc1Br)C2 (stereo not drawn),4,-5,8,2,-11,-2,-11,0.1,-2,3
COc1cc(C(=O)Nc2cccc(-c3nncn3C)c2)cc(OC)c1OC,2,2,21,-5,-35,0,5,0.0,1,-5
COCCCn1c2nc3ccccc3nc2c2c(=O)n(-c3ccccc3OC)cnc21,-1,1,29,22,-2,-1,4,-0.1,2,-6
c1ccc(-c2noc(-c3ccc4c(c3)OCO4)n2)nc1,8,-2,15,-48,-35,4,-42,-3.5,41*,91*
CC1CCCCC1NC(=O)c1ccc(S(=O)(=O)NNC(=O)c2ccncc2)cc1 (stereo not drawn),-12,-2,8,-15,-3,-3,3,-0.4,-1,-6
CCn1c(C)csc1=NC(=O)c1ccccc1,-4,-2,5,32,-9,0,12,1.9,-2,-112
Cc1ccc(-n2c(SCC(=O)NCc3ccco3)nc3nc4c(cc3c2=O)COC(C)(C)C4)cc1,-3,-1,30,-2,-7,x,-6,-0.2,4,5
Cc1cc2c(cc1S(=O)(=O)Nc1cccc(F)c1)n(C)c(=O)c(=O)n2C,1,2,20,-3,-17,-4,0,-0.4,-2,10
Cc1cccc(C(=O)NC2=NCCS2)c1,0,5,23,34,-148,-1,4,0.2,7,-56
Cc1cnc(CNC(=O)C2CCC(=O)N(CCc3cccc(F)c3)C2)[nH]1 (stereo not drawn),9,3,23,-4,11,-3,-2,0.4,-4,15
Cc1c(-c2ccccc2)n[nH]c1C(=O)NN,-12,3,16,x,-33,1,x,-0.1,1,15
N#Cc1nc(-c2ccc(F)cc2)oc1N1CCCCC1,4,1,-11,9,-22,1,0,-0.9,4,-20
Cc1ccc(C)c(S(=O)(=O)N2CCCN(C)CC2)c1,8,-1,21,-8,-15,-1,-1,-0.4,1,13
COc1ccc(CCNC(=O)CSc2nnnn2-c2ccccc2)cc1,-4,-2,9,12,-15,-5,4,-0.3,1,-15
COc1ccc(NS(=O)(=O)N2CCOCC2)cc1,2,-5,16,-2,-22,0,-9,0.0,1,13
CCCCCCN(C(=O)CCl)c1ccccc1,-6,1,24,-71,-53,-2,-68*,-0.8,4,-37
O=C(CSc1nnc(Nc2ccccc2F)s1)c1cc2ccccc2o1,2,-1,10,-4,-39,2,4,0.6,1,-7
CC(C)CC(=O)Nc1nnc(SCC(=O)NCC2CCCO2)s1 (stereo not drawn),0,1,16,-9,3,-2,-10,0.2,3,-2
COc1ccc(N(CC(=O)Nc2cc(C)on2)S(=O)(=O)c2cc(C)ccc2C)cc1,2,-2,22,1,-30,-3,7,-0.3,2,-1
CC(=O)c1ccc2c3c(cccc13)C(=O)N(CCc1ccccc1)C2=O,6,-1,31,49,-1,-2,10,3.7,2,-138
COc1ccccc1C(=O)NCC(=O)OCc1csc(-c2ccccc2)n1,2,5,0,-8,-29,-2,-6,0.4,-4,-33
CC(NCC(O)COC1CCC(C(C)(C)C)CC1)c1ccccc1 (stereo not drawn),0,-8,35,-35,-4,0,u,-0.2,4,-20
COc1ccc(NC(=O)CN(C)S(=O)(=O)c2ccc3c(c2)NC(=O)CS3)cc1,-1,-1,20,5,7,-2,7,-0.2,0,7
Cc1cc(C(=O)C(=O)N(C)C)c(C)n1-c1ccc(Cl)c(Cl)c1,3,6,15,-9,19,-1,1,-0.1,6,5
CCCCOc1ccc2ccccc2c1C=O,5,-22,-1,-18,-2,1,-3,-21,1,-53
CC(=O)Nc1ccc(-c2csc(Nc3ccc(Cl)cn3)n2)cc1,4,0,19,-2,-33,2,6,2.3,8,-127
O=C(COc1ccc(/C=N/NC(=O)CSCc2ccc([N+](=O)[O-])cc2)cc1)NCc1ccco1,0,0,13,13,0,0,1,-0.4,-7,2
NC(=O)C1CCN(Cc2nc(-c3ccccc3)no2)CC1,-1,-1,17,-5,-43,-2,-1,0.6,-3,-3
O=C(O)c1ccccc1CSc1ccccn1,2,5,19,8,-5,-5,-5,0.6,-4,6
COc1sc(SC)cc1/C=N/NC(=O)c1ccncc1,0,0,31,1,-2,-3,-3,0.2,1,13
O=[N+]([O-])c1ccc(-c2csc(N3CCCCCC3)n2)cc1,2,3,20,40,-50,-2,13,1.8,-1,-78
Cc1ccc(CCNC(=O)CN(c2ccc(C)cc2)S(=O)(=O)c2c(C)noc2C)cc1,4,8,-1,36,4,0,11,0.8,-2,5
CCOc1ccc(OCC(=O)OCC(=O)N(CC(C)C)c2c(N)n(Cc3ccccc3)c(=O)[nH]c2=O)cc1,x,-1,26,-24,x,1,1,-0.5,x,2
CCN1C(=O)N/C(=C/c2ccc(C)o2)C1=O,-3,0,11,-13,15,0,-14,-0.3,9,-7
CSCc1cc(N(C)C)nc(SCc2ccc(Cl)cc2Cl)n1,3,-1,4,4,-7,-6,14,-1.0,1,38
Clc1ccc(Sc2cnc3ccccc3n2)cc1,-4,0,23,30,-43,-2,25,1.2,1,-75
CC(=O)c1c(C)[nH]c(C(=O)N2CCN(C(=O)c3ccco3)CC2)c1C,-8,-4,22,-1,-26,2,0,-6.5,-3,-1
COC(=O)c1ccccc1NC(=O)c1cccc(NC(=O)CSCc2ccccc2)c1C,-8,-2,2,x,-30,-3,x,-0.4,-2,10
CCOc1cc(NC(=S)NCCOC)c(OCC)cc1NC(=O)c1ccco1,11,1,15,9,0,-2,13,0.3,2,13
CCOC(=O)NN1C(=O)c2ccccc2NC1c1cccc(O)c1 (stereo not drawn),-5,0,15,9,-18,-3,-6,-0.4,2,1
O=C(CN1C(=O)NC(Cc2ccccc2)(Cc2ccccc2)C1=O)NCC1CCCCC1,2,2,26,5,-5,0,-2,-0.7,2,34
Cc1cccc(NC(=O)c2c(C)nn(-c3ccccc3)c2Cl)c1,-1,1,-20,35,-37,-5,18,2.6,-4,-97
COc1ccc(CCNC(=O)C(C)n2nc(C)c3c(C)n(-c4ccc(C)cc4)nc3c2=O)c(OC)c1 (stereo not drawn),6,3,14,2,-11,0,0,0.0,-1,6
C=CCn1c(SCC(=O)Nc2ccc(Br)cc2)nc(O)c(CC)c1=O,0,1,43,-12,-19,14,9,-0.1,-1,-10
COc1ccc(CCNc2c([N+](=O)[O-])ncn2C)cc1OC,-5,2,x,-4,-4,1,-3,0.0,4,19
O=[N+]([O-])c1ccc(Cl)c(/C=N/n2c(-c3cccnc3)n[nH]c2=S)c1,-5,0,9,-2,-19,0,9,-0.7,-2,-36
CCOC(=O)c1ccccc1NC(=O)COC,-4,2,-7,14,23,-2,-6,0.8,2,12
CCC(C)NS(=O)(=O)c1ccc(S(=O)(=O)Nc2cc3c(cc2C(C)=O)OCO3)cc1 (stereo not drawn),-3,2,7,7,5,-4,-2,-0.3,0,5
CC(NC(=O)C1CCC(C(=O)NC(C)c2ccccc2)CC1)c1ccccc1 (stereo not drawn),0,-2,29,-17,-24,0,-1,-2.3,0,7
COc1ccc(C)cc1NC(=O)Nc1cccc(C)c1,3,0,18,4,-5,1,-1,0.3,-4,8
Nc1nonc1C(=O)NCCNc1ccc([N+](=O)[O-])cc1,2,-1,2,41,-16,2,6,0.1,-1,-5
O=C(CCNC(=O)N1CCn2c1nc1ccccc12)NCc1ccc(Cl)cc1,-4,-1,43,3,-2,-2,-3,-0.5,-8,22
CCc1ccc(/C=C2/SC(=S)N(CCC(=O)Nc3ccc(C(=O)O)cc3)C2=O)cc1,-9,2,7,4,-20,0,-5,-0.6,3,40
COC(=O)c1cc2c(cc1Cl)SC(=NCCCN1CCOCC1)NS2(=O)=O,4,1,5,-22,15,0,-4,-0.1,0,15
OC1CCCN(Cc2cccc3ccccc23)C1 (stereo not drawn),-8,x,x,x,-24,0,x,x,4,x
Cc1ccc(NC(=O)NC(=O)N(C(C)C)S(C)(=O)=O)nc1,-2,x,x,x,-6,-2,x,x,-1,x

Next part.
structure,IEC-6 tox,GSK3beta inhib,AI-2 QS mod,HSF1 activator,KLF5 inh,GSK3 alpha inh,HSF1 inhib,HIF activator,HSP90 inh,aSyn 5UTR inh
CN(Cc1ccccc1)c1ccc([N+](=O)[O-])cc1C(=O)O,10,0,30,1,-4,-4,1,0.3,4,-16
Nc1[nH]nc2nc(-c3ccccc3)[nH]c(=O)c12,3,3,11,36,-33,9,-3,-1.2,1,12
O=C(CN1C(=O)NC2(CCCc3ccccc32)C1=O)Nc1cc(F)ccc1F (stereo not drawn),x,2,-50,4,x,0,1,0.7,x,-17
CC1Cc2cc(/C(O)=C3/C(=O)C(=O)N(CCCn4ccnc4)C3c3cccc([N+](=O)[O-])c3)ccc2O1 (stereo not drawn),-2,4,16,2,-9,-2,-2,0.2,-3,2
CC/C(=N\NC(=O)OC)c1ccc(OC(F)F)cc1,-3,-1,11,2,11,-2,8,-0.2,2,-20
COC(=O)c1ccccc1NC=C1C(=O)OC2(CCCCC2)OC1=O,1,2,13,21,-12,-2,13,-0.1,0,-10
O=C1C=C(NCc2ccco2)CC(c2ccc(Cl)cc2)C1 (stereo not drawn),-1,-1,3,-1,12,-1,3,-0.4,4,44
COc1ccc(C(C)(C)C)cc1NC(=O)c1ccoc1C,2,2,13,-2,-11,-6,-3,-1.0,3,29
CCOC(=O)N1CCN(S(=O)(=O)c2ccc(C(=O)Nc3nnc(CSC)o3)cc2)CC1,-7,0,17,4,-12,1,1,-2.0,2,1
O=C(CN1CCC(O)CC1)N1c2ccccc2C=Cc2ccccc21,-4,-3,40,4,-7,-1,-2,-0.1,0,-11
